Bioassay records from PubChem BioAssay.
mcGAS RapidFire: inhibitors of mouse cGAS; Q8C6L5; recombinant mouse cGAS, cGAMP by RapidFire MS; inhibition, % at 12.5 µM; actives 0.18% (n = 130,000); AID 1259397;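 active means inhibition of cGAS enzyme activity at or above 60%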;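 further: enzyme stimulated by 45 bp dsDNA with ATP and GTP substrates; cGAMP share of summed cGAMP plus half ATP and half GTP signals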
Target sequence (Q8C6L5 whole entry, looked up): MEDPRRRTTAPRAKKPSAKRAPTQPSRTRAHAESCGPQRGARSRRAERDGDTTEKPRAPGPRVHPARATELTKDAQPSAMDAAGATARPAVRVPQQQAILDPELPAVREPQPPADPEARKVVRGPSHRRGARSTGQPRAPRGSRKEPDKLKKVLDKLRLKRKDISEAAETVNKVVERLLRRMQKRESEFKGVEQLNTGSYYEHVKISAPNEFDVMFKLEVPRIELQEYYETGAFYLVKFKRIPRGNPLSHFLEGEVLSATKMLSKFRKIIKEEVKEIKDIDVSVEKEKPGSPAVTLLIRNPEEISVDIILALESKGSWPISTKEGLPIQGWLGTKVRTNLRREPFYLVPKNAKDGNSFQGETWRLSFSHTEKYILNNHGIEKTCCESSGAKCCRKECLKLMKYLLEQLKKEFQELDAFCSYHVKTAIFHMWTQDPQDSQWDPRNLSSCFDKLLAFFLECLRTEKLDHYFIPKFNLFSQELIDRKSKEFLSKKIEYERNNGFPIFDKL
Starred values were filed as active, the others as inactive; & = joins results of further samples. A portion of the library, so the mix of outcomes need not match the whole.

| structure | mcGAS RapidFire |
| --- | --- |
| Cc1c(NCc2cccnc2)cccc1C(=O)NCCN1CCCC(O)C1 (centres undefined) | -14 |
| CC(C)c1nc(C2CC(=O)Nc3ccc(F)cc32)n(-c2ccccn2)n1 (centres undefined) | -5 |
| CCCCC/C=C/CCC(=O)N[C@H]1[C@H](Oc2c3cc4cc2Oc2ccc(cc2Cl)[C@@H](O[C@@H]2O[C@H](CO)[C@@H](O)[C@H](O)[C@H]2NC(C)=O)[C@@H]2NC(=O)[C@H](NC(=O)[C@@H]4NC(=O)[C@H]4NC(=O)C(Cc5ccc(c(Cl)c5)O3)NC(=O)[C@H](N)c3ccc(O)c(c3)Oc3cc(O)cc4c3)c3ccc(O)c(c3)-c3c(OC4O[C@H](CO)[C@@H](O)[C@H](O)[C@@H]4O)cc(O)cc3[C@@H](C(=O)O)NC2=O)O[C@H](CO)[C@@H](O)[C@@H]1O (some centres undefined) | 1 |
| Cn1cc(C(=O)O)c2nn(-c3ccccc3)c(=O)c-2c1 | -2 |
| CC(=O)NC(C)C(=O)N(C(C)C)C1CC1 (centres undefined) | -5 |
| CCN1C(c2cccs2)=CS/C1=C(\C#N)c1nnc2n1CCCCC2 | -2 |
| O=C(NC1(C(F)(F)F)NC(=O)N(Cc2ccccc2)C1=O)c1ccccc1 (centres undefined) | -8 |
| O=S(=O)(NC1CCc2cc(F)ccc21)c1ccc2c(c1)CCC2 (centres undefined) | -7 |
| Cc1nn(C)c(C)c1CC(=O)N(C)Cc1ccccc1O | 0 |
| COCC(=O)N1CCC(Oc2ccccc2C(=O)NCCc2ncccc2C)CC1 | -9 |
| N#CC1(c2ccccc2)CCN(C(=O)C2CCCCC2C(=O)NCCc2cccc(F)c2)CC1 (centres undefined) | 27 |
| CN(C(=O)OCc1ccccc1)C(CC(N)=O)C(=O)O (centres undefined) | -27 |
| COc1ccc(-n2ccc(CNC(=O)N3CCCCCCC3)n2)cc1 | -9&3 |
| COc1cc(C(=O)Nc2c(C)nc3c(C)cccn3c2=O)cc(OC)c1OC | 5 |
| Cc1nn(-c2ccc(F)cc2)c(C)c1Cn1ccnc1C(C)C | -18 |
| Cc1csc(=O)n1CCC(=O)N1CCSC2(CCCCC2)C1 | -16 |
| CCOC(=O)c1cnc(N2CCN(CC)CC2)[nH]c1=O | -4 |
| O=C(NCCNc1ccc(Nc2ccncc2)nn1)Nc1ccccc1F | -10 |
| CC(C)c1noc(C(C)NC2CCN(C(=O)c3ccccc3)CC2)n1 (centres undefined) | -25 |
| O=C(Nc1cccs1)N(CCO)CCOCC(F)(F)F | -3 |
| CCN(C(C)=O)C1CCN(C(=O)c2cnnn2-c2ccccc2)C1 (centres undefined) | -8 |
| COc1ccc(C(C)=O)cc1CN1C(=O)C(C)ON=C1c1ccc2[nH]ccc2c1 (centres undefined) | -6 |
| Cc1n[nH]c(C)c1NC(=O)Cc1ccc(Br)s1 | -12 |
| Cc1cc(N2CCCC(Cn3ccnc3)C2)nc(N(C)C)n1 (centres undefined) | -9 |

Compounds above that have a thiophene ring, fused or not (3):
| structure | mcGAS RapidFire |
| --- | --- |
| CCN1C(c2cccs2)=CS/C1=C(\C#N)c1nnc2n1CCCCC2 | -2 |
| O=C(Nc1cccs1)N(CCO)CCOCC(F)(F)F | -3 |
| Cc1n[nH]c(C)c1NC(=O)Cc1ccc(Br)s1 | -12 |

Additional compounds:
| structure | mcGAS RapidFire |
| --- | --- |
| COc1ccc(Nc2nc3cc(-c4ccccc4C)sc3c(=O)n2C)cc1OC | 3 |
| CN(Cc1cnn(-c2ccc(F)cc2)c1)Cc1nc(-c2ccc3c(c2)OCO3)no1 | -6 |
| CC(C)N(Cc1nnc(-c2ccccc2)o1)S(=O)(=O)c1cccc(Cl)c1Cl | -5 |
| c1ccc(COC2CCN(CCOc3ccccc3)CC2)cc1 | -7 |
| c1ccc(-c2ncn(Cc3ccno3)c2-c2cccn2-c2ccccn2)cc1 | -9 |
| Cc1ccc(CNC(=O)c2c(C(F)(F)F)nn(C3CCCN(C)C3)c2C)cc1 (centres undefined) | -5 |
| O=S(=O)(c1ccc(OC(F)(F)F)cc1)N1CCNCC1 | -12 |
| COc1ccc(-c2nnc(SCC(=O)N/N=C\c3cccc(Cl)c3)n2-c2ccccc2)cc1OC | 0 |
| O=C(Nc1nc(-c2ccc(Br)cc2)cs1)c1cnccn1 | -8 |
| O=c1[nH]c(=O)c2ccc(C(F)(F)F)nc2[nH]1 | -7 |
| Cc1nc2n(n1)C(=O)C(C(c1ccc(Cl)cc1)N1CCC(O)CC1)S2 (centres undefined) | -3 |
| O=C1OCCCN1CCNc1ccc(-c2nc(Cc3ccccc3)no2)cn1 | 7 |
| COc1ccc(Br)c(Cn2c(C)c(C(=O)NCCC#N)sc2=O)c1 | -8 |
| Cc1sc2nc(C(F)(F)F)nc(NCC3(N4CCOCC4)CCCCC3)c2c1C | 2 |
| N#CC1(C(=O)Nc2cccn(Cc3ccccc3)c2=O)CCCCC1 | -1 |
| Cc1nc(Oc2ccc3c(c2)OCO3)c2c3c(sc2n1)CCCC3 | 6 |

Looked up one by one from the list above (three):
| structure | mcGAS RapidFire |
| --- | --- |
| O=c1[nH]c(=O)c2ccc(C(F)(F)F)nc2[nH]1 | -7 |
| COc1ccc(Br)c(Cn2c(C)c(C(=O)NCCC#N)sc2=O)c1 | -8 |
| Cc1nc2n(n1)C(=O)C(C(c1ccc(Cl)cc1)N1CCC(O)CC1)S2 (centres undefined) | -3 |

The main list resumes with the 3 entries that preceded the break.
| structure | mcGAS RapidFire |
| --- | --- |
| Cc1sc2nc(C(F)(F)F)nc(NCC3(N4CCOCC4)CCCCC3)c2c1C | 2 |
| N#CC1(C(=O)Nc2cccn(Cc3ccccc3)c2=O)CCCCC1 | -1 |
| Cc1nc(Oc2ccc3c(c2)OCO3)c2c3c(sc2n1)CCCC3 | 6 |
| CCC(NC(=O)c1cc(Cn2cnc3ccccc32)[nH]n1)c1cc(C)ccn1 (centres undefined) | -1 |
| O=[N+]([O-])c1cccc(NN=C2CCCc3ccccc32)c1 | -3 |
| CCCCN(CC)C(=O)C1CCN(S(=O)(=O)c2ccc3ccccc3c2)CC1 | -9 |
| CC(NC(=O)c1cc(=O)c(OCc2ccc(F)cc2)co1)c1ccccc1 (centres undefined) | -10 |
| O=c1c(-c2ccc(I)cc2)[n+]([O-])c2ccccc2n1O | 5 |
| CN1CCN(C2OC(=O)c3ccccc32)CC1 (centres undefined) | -12 |
| O=c1c(Nc2ccccc2)nsnc1Nc1ccccc1 | -11 |
| Cc1[nH]c(=S)sc1CC(=O)NCCC1CCCO1 (centres undefined) | 6 |

Carrying on.
Compound,mcGAS RapidFire
Cn1cc(CN(Cc2ccncc2)C[C@@H]2CCC(=O)N2)c(-c2cccc(Cl)c2)n1,-5
O=C(NCCc1nc(-c2ccccc2)no1)C1CC(=O)N(C2CC2)C1 (centres undefined),-10
COc1ccc(N2CCN(C(=O)C3CCCCC3C(=O)NCCc3cccc(F)c3)CC2)cc1 (centres undefined),-1
Cc1ccccc1-n1c(=O)c2c3c(sc2n2c(SCC(N)=O)nnc12)CCCC3,2
Cc1ccc(S(=O)(=O)Nc2ccc(Cl)c(S(=O)(=O)N3CCOCC3)c2)cc1,1
Cc1ccc2nc(C)c(NC(=O)Cc3ccc(-c4ccccc4)cc3)c(=O)n2c1,-5
CCOC(=O)CN(C)C(C)c1nnc(-c2ccc(C)c(C)c2)o1 (centres undefined),-7
COC1(c2ccccc2)CCN(C(=O)c2ccccc2C2CCNC2)CC1 (centres undefined),-8
O=C(NCCn1ncccc1=O)c1ccccc1Cl,-4
Cc1cc(C)nc(NC(=O)/C=C/c2ccc(Cl)c(Cl)c2)c1,-2
O=[N+]([O-])c1ccc(N=P(c2nc3ccccc3o2)(N2CCOCC2)N2CCOCC2)cc1,0
CC1(C)ON=C(c2ccc(F)cc2)N(Cc2ccc(S(C)(=O)=O)cc2)C1=O,10
Cc1ccc(C(=O)OC(C)C(C)(C)C#N)cc1Cl (centres undefined),-4
Cc1cc(C(=O)N2CCSCC2)ccc1NC(=O)c1cccn1C,-6
CC(=NNC(=O)Cn1cnc2ccccc21)c1ccc(F)cc1,-3
Cc1cc(=O)oc2cc(OCc3nc(-c4ccc(Cl)cc4)no3)ccc12,1
CNC(=O)Cc1ccccc1NC(=O)C1CSc2ccccc21 (centres undefined),-2
CN(Cc1nc2c(Br)cc(Br)cc2c(=O)[nH]1)C1CCCCC1,0
Nc1nc(N2CCC(O)(c3ccccc3)CC2)c2[nH]cnc2n1,-12
COC(=O)CCC(O)=C1C(=N)CC(C)(C)CC1=O,-15
CSc1ccc(NC(=O)N(CCO)C2CC2)cc1F,-30
Cc1ccc(C(=O)Nc2ccc3c(c2)N(C(=O)c2ccccc2)CCC3)cc1,-6
CN(C)Cc1ccc(C2CCCCN2C(=O)c2cn(-c3ccccc3)nn2)cc1 (centres undefined),-22
CCOCCn1c(=O)c2c(nc3n2CCN3c2cc(C)cc(C)c2)n(C)c1=O,-8
CCn1nc(C)c(CN2CCCCC2c2ccccn2)c1C (centres undefined),6
COc1ccccc1CCCNC(=O)c1c[nH]c2ccccc12,-16
CCOc1ccc(OC(C)C(=O)NNC(=O)C(C)n2cccn2)cc1 (centres undefined),0
C=CCc1cc(/C=C2/NC(=O)N(Cc3ccccc3F)C2=O)cc(OCC)c1O,-2
COC(=O)c1ccc(-c2nc(CN(C)Cc3cccc(-n4nc(C)cc4C)c3)c(C)o2)cc1,-8
N#Cc1cccnc1N1CCc2[nH]c3ccccc3c2C1,1
Cc1cc(C)cc(NS(=O)(=O)c2ccccc2Cl)c1,2
CCCNC(=O)[C@@H]1CCCC[C@@H]1C(=O)NCCc1c[nH]c2ccccc12,-29
Cc1nc(CSCC(=O)N2CCC(CN3CC(C)OC(C)C3)CC2)no1 (centres undefined),-3
CN(CCc1noc(C2CC2)n1)C(=O)[C@@H]1C[C@@H]2C=C[C@H]1C2,-21
CCN(CCNC(=O)C1COCC(=O)N1Cc1ccccc1)C1CC1 (centres undefined),-1
Cc1nn(-c2nc(C)c(C)c(=O)[nH]2)c(C)c1CCC(=O)NCc1cc(-c2ccccc2)on1,5
CC(Cn1cccn1)n1cnc2cccc(C(F)(F)F)c2c1=O (centres undefined),9
CCC1(c2ccccc2)NC(=O)N(C)C1=O (centres undefined),4
Cc1cc(C)c2sc(N(CCCN3CCOCC3)C(=O)c3ccno3)nc2c1,-1
Cc1ccc(C(NC(=O)CN2CSCC2=O)c2ccccc2)cc1 (centres undefined),-16
Cc1ccc(-c2csc(NC(=O)C(C)OCC3CCCO3)n2)c(C)c1 (centres undefined),-14
COc1cccc(-c2cn(CCc3c(C)n[nH]c3C)nn2)c1OC,-1
CC1CC1c1ccc(CNCc2ccc3c(c2)OCCO3)o1 (centres undefined),-8
COc1ccc(S(=O)(=O)NCC2CCCN(C(=O)c3ccc4ncccc4c3)C2)cc1 (centres undefined),-4
COCCCC1CCN(Cc2cn[nH]c2-c2cc(OC)c(OC)c(OC)c2)CC1,-1
CCN1CC(C)SC1=N (centres undefined),-8
Cc1cnc(C(=O)Nc2cc3c(cc2Cl)OCCCO3)cn1,-1
Cc1cn2c(n1)CCC(NS(=O)(=O)c1ccccc1Cl)C2 (centres undefined),-7&-6
CCn1ncnc1-c1c(-c2ccccc2)ncn1CCc1ncccc1C,-5
O=C1CSC(c2ccccn2)N1c1ccc(Cl)cn1 (centres undefined),-9
FC(F)Sc1ccc(NC(=S)NN2CCCCC2)cc1,-1
CCOC(=O)C1(Cc2cccc(OC)c2)CCCN(C(=O)c2cnsn2)C1 (centres undefined),-11
CCn1nnc2c(SCc3c(F)cccc3Cl)ncnc21,-5
c1csc(-c2noc(CSc3nc4ccccc4o3)n2)c1,2
CCCNC(=O)CNC(=O)CSc1ccc(Br)cc1,-9
Cc1nnsc1C(=O)N1CCCC(C(=O)c2ccc3c4c(cccc24)CC3)C1 (centres undefined),4
CCC1CCCCN1C(=O)NC1CCN(c2ccccc2)C1=O (centres undefined),-22
O=c1nc(C=C2Nc3ccccc3S2)sc2ccccc12,4
O=C(CC1CCCC1)N1CCC(CO)(Cc2cccc(C(F)(F)F)c2)CC1,-11
CCN(CCn1cccn1)C(=O)CC1C(=O)NCCN1C1Cc2ccccc2C1 (centres undefined),-4&4

Carrying on.
Compound,mcGAS RapidFire
CCN(Cc1nc2cc(Cl)ccc2c(=O)[nH]1)C(=O)c1cc(C)ccc1C,-1
Cc1ccc(-n2cn[nH]c2=O)cc1,-22
N#CC1(C(=O)NCc2ccccc2Cl)CCCC1,6
O=S(=O)(NCCNC/C=C/c1ccc(Br)cc1)c1cccc2cnccc12,-7
CCCN(CCC)C(=O)c1c(C(F)(F)F)nn(C2CCCN(C)C2)c1C (centres undefined),-3
CCCCNC(=O)C1(C)CCN1Cc1cccc2c(OC)cc(C(=O)OCC)cc12 (centres undefined),0
CC(=O)C=C(C)NCCNC(C)=CC(C)=O,-9
O=C(Nc1ccccc1)Nc1nnc(-c2ccc3c(c2)OCCO3)o1,-8
OC(c1ccccc1)C1CCN(Cc2cn[nH]c2-c2ccc(F)cc2F)CC1 (centres undefined),-11&2
COc1ccc(CNc2nnc(SC(C)C(=O)NC3CC3)s2)cc1 (centres undefined),-7
CCCCSc1nnc2c(n1)OC=Nc1ccc(Br)cc1-2,5
O=S(=O)(Nc1ccc2c(c1)OCCO2)c1ccc2c(c1)CCCC2,-9
O=C(NCc1cnn(Cc2ccccc2)c1)C1CCN(c2ccccc2)C1=O (centres undefined),-6
COC(=O)c1ccc(S(=O)(=O)N2CC(c3ccccn3)C2)n1C,-30
Cc1cccc(C(=O)N=Nc2c(O)[nH]c3cc(Br)c(C)cc23)c1,-8
Cc1ccc(NC(=O)N2CCC(=O)N(CC3CC3)C(C(C)C)C2)cc1 (centres undefined),-5
CCOC(=O)c1cc(=O)c(-c2ccccc2)n[nH]1,-9
O=C(CSc1nnc2ccc3ccccc3n12)c1ccc2c(c1)OCO2,8
Cn1c(=O)[nH]c(=O)c2c1nc(N1CCN(Cc3cccc(Cl)c3)CC1)n2Cc1ccccc1F,-4
COc1cccc(CN(C)C(=O)C(C)Cc2c(C)nn(C)c2C)c1 (centres undefined),-12
